# Bioassay records as filed in PubChem BioAssay.
# NCI-60 one-dose screen, 48 h, at 10 µM unless noted. Numbers give growth in % (100 = growth as untreated, 0 = no growth, -100 = all killed).
# MDA-MB-468 = MDA-MB-468 breast cancer; actives 8.5% (n = 78,000)
# MCF7 = MCF7 breast cancer; actives 6.3% (n = 82,000)
# K-562 = K-562 leukemia. actives 7.4% (n = 78,000)
# RPMI-8226 = RPMI-8226 leukemia cells; actives 7.5% (n = 77,000)
# CCRF-CEM = CCRF-CEM leukemia; AID 1794778; actives 7% (n = 77,000)
# MDA-MB-231 = MDA-MB-231 breast cancer. actives 5% (n = 81,000). AID 1794789
# MOLT-4 = MOLT-4 leukemia cells; actives 6.9% (n = 80,000)
# SR = SR leukemia cells; actives 8.7% (n = 73,000)
# * marks the source's active call; other numbers are inactive results; . = not tested or not shown; & = joins results of further samples; [ ] = another dose, or the depositor's remark. The calls were made as follows: active = growth percent below 10; inactive = the rest.
mol	CCRF-CEM	RPMI-8226	MDA-MB-468	SR	MDA-MB-231	K-562	MOLT-4	MCF7
COC(=O)CC1CC2(C(=O)OC)c3[nH]c4ccccc4c3CCN2C1=O (configuration not stated)	106	107	100	.	110	102	99	95
O=c1ccc(=Nc2ccc(NNc3ccccc3)cc2)c2c(=O)c3c([N+](=O)[O-])ccc(O)c3c(=O)c1=2	33	93	81	53	107	80	51	90
O=S(=O)(NCCCNc1nccc(-c2c(-c3ccc(F)c(O)c3)nc3sccn23)n1)c1ccccc1	38	40	82	34	47	38	51	58
Cc1ccc(C(=O)Nc2ccc(CN3CCN(C)CC3)c(C(F)(F)F)c2)cc1C#Cc1cnc(N)cc1C#N	-8.1*	-24*	-64*	-30*	-67*	-42*	-55*	-75*
CCOC(=O)N1CCc2c(sc3ncnc(OCc4cn([C@@H]5OC(COC(C)=O)[C@H](OC(C)=O)[C@H](OC(C)=O)C5OC(C)=O)nn4)c23)C1 (some centres not stated)	88	.	101	98	106	.	90	95
COc1cc(/C=N/C2=NNC(C)(c3ccccc3O)N2C(Cc2c[nH]c3ccccc23)C(=O)O)ccc1O (configuration not stated)	79	72	76	76	70	86	72	79
CCN(CC)CCNc1ccc(CO)c(Cl)c1	.	94	83	.	117	96	103	92
O=C(NN1C(=O)c2ccccc2C1=O)c1ccc2nc(-c3ccc(Cl)cc3)[nH]c2c1	92	93	98	82	83	89	100	70
O=c1n(C2OC(CO)C(O)C2O)ccc2nccn12 (configuration not stated)	100	114	122	88	117	102	98	94
CC1=CCC[C@@H]2C1(C)CC[C@H](C)[C@@]2(C)CC1=CC(=O)C(SC(C)(C)C)=CC1=O (some centres not stated)	-23*	65	.	74	78	58	36	-61*
CC(C)Sc1ncnc2[nH]ncc12	82	.	104	84	93	104	95	105
O=C1Nc2ccccc2/C1=C/c1nc2ccccc2c(=O)[nH]1	56	86	93	31	84	86	86	60

# Ordered by molecular weight (smallest number first): part of the list above
mol	CCRF-CEM	RPMI-8226	MDA-MB-468	SR	MDA-MB-231	K-562	MOLT-4	MCF7
O=c1n(C2OC(CO)C(O)C2O)ccc2nccn12 (configuration not stated)	100	114	122	88	117	102	98	94
CC1=CCC[C@@H]2C1(C)CC[C@H](C)[C@@]2(C)CC1=CC(=O)C(SC(C)(C)C)=CC1=O (some centres not stated)	-23*	65	.	74	78	58	36	-61*
O=S(=O)(NCCCNc1nccc(-c2c(-c3ccc(F)c(O)c3)nc3sccn23)n1)c1ccccc1	38	40	82	34	47	38	51	58

# Other compounds:
mol	CCRF-CEM	RPMI-8226	MDA-MB-468	SR	MDA-MB-231	K-562	MOLT-4	MCF7
C[S+](C)Cc1ccc(C(=O)Oc2ccc([N+](=O)[O-])cc2)cc1	.	94	98	.	93	101	98	106
CCc1nc(N)nc(N)c1-c1ccc(Cl)cc1	68	102	62	57	70	20	56	68
CCC(=O)c1c(C(=O)OC)c(C(=O)OC)c2ccc3c4ccccc4ccc3n12	101	106	93	80	91	91	89	90
Cc1cc(=O)oc2cc(OCCN(C(C)C)C(C)C)ccc12	109	96	.	192	132	89	110	106
Cc1nc(Cl)cc(N(c2cc(Cl)nc(C)n2)c2ncc(C(=O)Nc3c(C)cccc3Cl)s2)n1	54	51	42	87	24	6.7*	41	53
CCOC(=O)CSc1cc(Cl)c(C)cc1S(=O)(=O)Nc1nn(-c2ccc(C)cc2)c(=O)[nH]1	90	61	.	69	93	63	84	112
O=C(CC(=O)Nc1ccc(Oc2ncnc3scc(Nc4n[nH]c(=S)s4)c23)cc1)Nc1ccc(Cl)cc1	58	87	-18*	62	74	71	60	12
CCc1ccc(C2=C(O)C(=O)C(c3ccccc3)=C(O)C2=O)cc1	108	101	.	100	110	81	94	103
Cc1cc(C)n(C(=O)CSc2ncnc3c2c(-c2ccccc2)c(-c2ccccc2)n3-c2cccc(Cl)c2)n1	96	97	89	115	76	100	100	94
O=S(=O)(NCCNc1nccc(-c2c(-c3ccc(F)c(O)c3)nc3sccn23)n1)c1ccc(Cl)cc1	14	-11*	20	9.8*	50	16	1.0*	14
c1ccc2c(c1)[nH]c1ccccc12	102	106	120	83	98	92	95	95
COc1cc(-c2nc(SCC(=O)Nc3ccc(C(C)=O)cc3)[nH]c(=O)c2C#N)cc(OC)c1OC	-12*	7.5*	-13*	7.6*	20	0.5*	3.8*	18
COc1ccc(S(=O)(=O)NCCCNc2nccc(-c3[nH]c(-c4ccccc4)nc3-c3ccc(Cl)c(OC)c3)n2)cc1	34	34	46	48	74	34	33	38
CCOC(=O)CCNCc1ccccc1	55	90	110	109	112	132	124	106
COc1ccc(/C=N/Nc2ncnc3c2c(C)nn3-c2ccc(Cl)cc2)cc1	102	94	130	82	97	81	79	95
CC(C)(C)c1cc([N+](=O)[O-])c(O)c([N+](=O)[O-])c1	83	89	96	98	122	98	108	95
Cc1ccc2c(c1)C(C)Cc1c(Cl)ncnc1N2C (configuration not stated)	50	28	-26*	23	-32*	31	14	13
CN(C)c1ccc(/C=C/c2c(F)cccc2F)cc1	101	96	81	94	110	115	97	50
O=C(Cn1ccnc1[N+](=O)[O-])NCc1ccccc1	119	113	111	90	109	108	111	105
CC(=O)OCC1O[C@@H](Oc2ccc3c(c2)CC[C@@H]2[C@@H]3CC[C@]3(C)[C@@H](O)CC[C@@H]23)C(OC(C)=O)[C@@H](OC(C)=O)[C@H]1OC(C)=O (some centres not stated)	95	88	109	102	103	83	87	123
Cc1ccc(C2C=C(c3ccc(Cl)cc3)N=C3SC=CN32)c(Br)c1 (configuration not stated)	56	-0.6*	70	0.1*	90	45	65	21
O=C(Nc1ccccc1F)Oc1cccc(OC(=O)Nc2ccccc2F)c1	105	93	94	160	96	102	136	94
C[C@]12CC[C@@H]3c4ccc(O)cc4CC[C@H]3[C@@H]1CC[C@@H]2NS(=O)(=O)c1cccc(C(F)(F)F)c1	.	29	49	29	55	26	39	25
CN(CCNc1ccc(C(=N)N)cc1)c1ccc(C(=N)N)cc1	7.2*	72	.	67	92	74	88	116
N#C/C(=C\c1cccc(Br)c1)C(=O)c1ccccc1	97	100	93	99	102	112	101	110
Cc1c(CCO)c(=O)oc2cc(OCC(O)CNC(C)C)ccc12 (configuration not stated)	107	109	87	108	99	105	105	99
C=CCN=C(N)SCc1ccccc1	95	108	100	.	89	112	108	106
Nc1nc(C(=O)N/N=C/c2ccc(N3CCOCC3)cc2)nn1-c1ccc(S(N)(=O)=O)cc1	112	102	105	104	115	94	123	103
NC(=O)n1c(=O)n(-c2cccc(C(F)(F)F)c2)c(=O)c2cc(-c3ccc(F)cc3F)ccc21	10.0*	-31*	-8.9*	4.7*	-24*	5.6*	0.3*	0.6*
C=CCn1c(SCC(=O)Nc2ccc(C(=O)/C=C/c3ccc(OC)cc3)cc2)nnc1-c1cc(-c2ccccc2)nc2ccccc12	100	101	103	94	81	102	102	94
Nc1nn(C(=O)c2cccnc2)cc1-c1ccc(Cl)cc1	77	64	103	130	93	149	119	103
CC1(C)CC[C@]2(C(=O)Nc3ccc(F)cc3)CC[C@]3(C)C(=CCC4[C@@]5(C)C[C@@H](O)[C@H](O)[C@@](C)(CO)C5CC[C@]43C)C2C1 (some centres not stated)	18	0.6*	7.3*	1.7*	28	18	5.0*	7.6*
[2H]C([2H])([2H])Oc1ccc(/C=C/C(=O)/C=C(/C=C/c2ccc(OC([2H])([2H])[2H])c(OC([2H])([2H])[2H])c2OC([2H])([2H])[2H])OB(F)F)c(OC([2H])([2H])[2H])c1OC([2H])([2H])[2H]	-2.5*	19	65	8.0*	75	29	24	28
O=C(NCCc1ccccc1)c1[nH]c2ccccc2c1Cl	86	71	65	.	80	75	70	83
COc1ccc(NC(=O)c2sc3nc(C)c(C(C)O)cc3c2N)cc1 (configuration not stated)	103	97	89	74	103	89	94	79
Nc1nc2ncc(CCNc3ccc(C(=O)NC(CCC(=O)O)C(=O)O)cc3)nc2c(=O)[nH]1 (configuration not stated)	77	112	97	133	115	127	145	112

# 6 of these compounds in a different format:
# Values in the order: CCRF-CEM	RPMI-8226	MDA-MB-468	SR	MDA-MB-231	K-562	MOLT-4	MCF7
CC1=CCC[C@@H]2C1(C)CC[C@H](C)[C@@]2(C)CC1=CC(=O)C(SC(C)(C)C)=CC1=O (some centres not stated)
 : -23*	65	.	74	78	58	36	-61*
CC(C)Sc1ncnc2[nH]ncc12
 : 82	.	104	84	93	104	95	105
O=C1Nc2ccccc2/C1=C/c1nc2ccccc2c(=O)[nH]1
 : 56	86	93	31	84	86	86	60
C[S+](C)Cc1ccc(C(=O)Oc2ccc([N+](=O)[O-])cc2)cc1
 : .	94	98	.	93	101	98	106
CCc1nc(N)nc(N)c1-c1ccc(Cl)cc1
 : 68	102	62	57	70	20	56	68
CCC(=O)c1c(C(=O)OC)c(C(=O)OC)c2ccc3c4ccccc4ccc3n12
 : 101	106	93	80	91	91	89	90

# Next section.
mol	CCRF-CEM	RPMI-8226	MDA-MB-468	SR	MDA-MB-231	K-562	MOLT-4	MCF7
COc1ccccc1NC(=O)c1cccc(C2CC(=O)c3c(cc(OC)c(OC)c3OC)O2)c1 (configuration not stated)	71	66	85	59	91	76	65	71
CCOC(=O)c1nnn(Cc2cc(=O)oc3ccc(Cl)cc23)c1C	87	99	101	104	96	95	87	96
C#CCn1cccc1CNC1CCCCC1	110	102	91	125	92	94	108	103
C=C(CBr)[C@@H]1CC[C@]2(C(=O)OC)CC[C@]3(C)[C@H](CC[C@@H]4[C@@]5(C)CCC(=O)C(C)(C)[C@@H]5CC[C@]43C)[C@@H]12	77	92	85	.	88	83	79	82
c1ccc2c(c1)Nc1cc3ccccc3cc1S2	89	120	87	83	78	94	100	87
CC(=O)Oc1c(Br)cc2c(sc3[nH]c(=O)[nH]c(=O)c32)c1Br	99	100	95	95	99	100	94	98
C=CCOc1c(Cl)cccc1Cl	115	111	106	117	118	105	110	103
C/C(=N\O)C(=O)Nc1ccccc1	95	98	101	97	98	93	97	89
COc1cc(/C=C/C(=O)c2ccc(NC(=O)CSc3nnc(-c4cc(OC)c(OC)c(OC)c4)n3-c3ccccc3)cc2)cc(OC)c1OC	6.0*	-13*	9.2*	2.1*	43	6.7*	5.2*	11
CC(=O)Nc1cccc(-n2c(COc3ccc(I)cc3)nc3ccccc32)c1	96&90	110&76	111&79	104&56	109&71	104&68	102&84	103&75
CCOC(=O)C1=C(C(=O)c2ccc(OC)cc2)C(c2ccc(Cl)cc2Cl)C(C(=O)c2ccc(OC)cc2)=C(C(=O)OCC)N1	102	107	108	.	.	95	91	86
CCOC(=O)C(Nc1cccc(Cl)c1)C(=O)OCC	.	.	122	85	107	93	94	97
CS(=O)(=O)c1ccc(-n2nc(-c3ccc(-c4ccccc4)cc3)c3ccccc3c2=O)cc1	99	106	101	98	.	104	99	89
O=C(/C=C/c1ccccc1)OCCc1ccccc1	.	104	97	107	97	125	124	96
O=C(O)c1cscc1-c1cccc2ccccc12	99	102	112	87	110	96	97	100
Cc1ccc(-n2c(-c3csc(N)n3)n[nH]c2=S)cc1	97	123	109	71	104	92	93	100
Cc1ccc[n+](CC(=O)c2ccc(-c3ccccc3)cc2)c1	94	99	87	102	100	84	93	85
O=C(CSc1nccc(=O)[nH]1)Nc1ccc(-c2nc3ccc([N+](=O)[O-])cc3[nH]2)cc1	101	107	109	79	98	104	95	92
Cc1ccc(C(F)(F)F)cc1N1CCN(C(=O)[C@@H]2C[C@@H]2c2ccc(S(F)(F)(F)(F)F)cc2)CC1	98	80	75	90	88	86	69	89
CCOC(=O)C(NC(C)=O)/C(C)=N\Nc1ccccc1 (configuration not stated)	.	100	100	99	93	101	102	100
Cc1ccc2nc(-c3cccc(Cl)c3)oc(=O)c2c1	94	97	120	.	104	98	109	95
COc1cc2ncnc(Nc3ccc(S(=O)(=O)Nc4cc(C)on4)cc3)c2cc1OCCCN1CCOCC1	104	106	103	103	105	102	101	96
Cc1nnc(/N=C2\NC(=O)/C(=C/c3ccsc3)S2)s1	95	94	110	103	108	97	95	79
Cc1nc(=O)c2c3ccc(O)cc3sc2n1Cc1ccccc1	89	106	105	99	88	101	108	91
COc1ccc(C(=O)Cn2c(C(=O)c3ccccc3)nc3ccccc32)cc1	.	-6.5*	2.4*	13	38	.	7.9*	17
COc1ccc(C(=O)N2C(=O)CCC2=O)cc1	107	104	99	87	106	89	86	96
COc1ccc(-c2nc3ccccc3c(=O)n2Cc2ccco2)cc1COc1ccc(NC(C)=O)cc1	54[3 µM]	49[3 µM]	75[3 µM]	50[3 µM]	67[3 µM]	32[3 µM]	34[3 µM]	54[3 µM]
COC(=O)[C@@H]1CCCN1C(=O)COc1cc(O)c2c(=O)cc(-c3ccccc3)oc2c1	91	98	67	11	91	83	67	71
Cc1cc(O)c2c(c1)C(=O)c1c(Br)c(O)c(Br)c(O)c1C2=O	52	27	88	52	56	71	49	53
CC(C)c1ccc2c(N)c(C(=O)Nc3cccc(C(F)(F)F)c3)sc2n1	39	32	13	40	.	8.5*	56	70
COc1ccc(OC)c(CCn2cncc2-c2c[nH]c3ccccc23)c1	68	46	41	60	72	42	75	71
CC(C)(C)c1cc(/C=C2\SC(=NCCCO)NC2=O)cc(C(C)(C)C)c1O	107	87	68	53	83	83	83	78
O=C(O)CSC1=NC(c2cccc([N+](=O)[O-])c2)c2sc3ccc(Cl)cc3c2N1 (configuration not stated)	112	.	95	82	89	94	92	82
CCCCC(CCCCCC(CCCC)NCc1ccc2c(c1)OCO2)NCc1ccc2c(c1)OCO2 (configuration not stated)	-33*	-59*	-91*	-65*	-86*	-72*	-67*	-100*
C/C(=N/NC(N)=S)c1ccc(Nc2nc(SC(C)C)nc(-c3ccc(F)cc3)c2C#N)cc1	87	104	100	84	90	90	83	84
CCOC(=O)C(Cc1ccccc1)n1c(O)c(C=N)sc1=S (configuration not stated)	113	82	61	116	104	85	93	93

# Outcome played no part in choosing rows, and some 14% of all compounds hit somewhere here.
